TbREL1 primary: TbREL1 RNA ligase inhibitors, primary screen, biochemical, FRET fluorescence | 89,000 compounds, 0.49% hits | inhibition, % at 9.66 µM | RNA-editing ligase 1, mitochondrial (Trypanosoma brucei brucei), P86926 | AID 1117264, 2014 | TbREL1 RNA ligation;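 active means inhibition above the mean inhibition across all screened compounds plus 3 SD, cut at about 11% in these data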;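 further: 0% = plate median of test wells and 100% = NSC42067 control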
Target sequence (P86926 whole entry, looked up): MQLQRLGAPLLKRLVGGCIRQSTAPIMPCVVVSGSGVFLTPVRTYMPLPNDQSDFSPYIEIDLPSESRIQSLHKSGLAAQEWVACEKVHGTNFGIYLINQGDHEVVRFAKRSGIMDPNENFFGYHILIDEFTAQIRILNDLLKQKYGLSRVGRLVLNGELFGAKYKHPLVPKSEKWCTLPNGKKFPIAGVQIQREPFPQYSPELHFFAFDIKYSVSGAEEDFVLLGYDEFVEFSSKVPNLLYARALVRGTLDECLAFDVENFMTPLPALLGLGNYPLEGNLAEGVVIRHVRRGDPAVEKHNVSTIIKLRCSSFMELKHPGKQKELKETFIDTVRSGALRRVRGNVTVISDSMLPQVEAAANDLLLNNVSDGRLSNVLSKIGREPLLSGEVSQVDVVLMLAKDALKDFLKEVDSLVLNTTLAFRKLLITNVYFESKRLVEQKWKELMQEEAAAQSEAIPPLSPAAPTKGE
Active calls of the source: *. Not all compounds are listed (hit frequency here may not be typical).

SMILES	TbREL1 primary
CCOc1ccc(CCNC(=O)c2cc3sccc3n2Cc2cccc(C)c2)cc1OCC	4
C[C@@]12C(=O)Nc3ccc(Cl)cc3C(=O)N1[C@H]1c3cc(Br)ccc3OC[C@@H]1[C@@H]2c1ccccc1	2
COc1ccc(CNc2nc(SCc3cc(=O)n4cc(Cl)ccc4n3)nc3ccccc23)cc1	4
O=C(COC(=O)COc1ccccc1)Nc1ccccc1OC(F)F	3
COCCCNC(=O)C[C@H]1C[C@H](C(=O)N2CCCCC2)[C@@]2(C)c3[nH]c4ccc(Cl)cc4c3CCN2C1=O	5
O=C(CCN1C(=O)/C(=C\C=C\c2ccccc2)SC1=S)Nc1cccc(C(=O)O)c1	1
O=C(COC(=O)Cn1cnc2ccccc21)NCc1ccc(F)cc1	1
CCN(CC)C(=O)CSc1nc2cc3c(cc2c(=O)n1Cc1ccc2c(c1)OCO2)OCO3	1
CC1(C(=O)NS(=O)(=O)c2ccc(Br)cc2)CCN1C(=O)Cc1cccs1 (stereo unspecified)	0
Cc1c(C2OC(=O)C3(CCCCC3)C(=O)C2(C)C)c(=O)n(-c2ccccc2)n1C (stereo unspecified)	0
O=C(CN1CCOc2ccccc21)N1CCCC1	-3
Clc1ccc(Cn2ncc3c(NCCN4CCOCC4)ncnc32)cc1	-2
CN(Cc1ccccc1)C(=O)C1CCC(CNS(=O)(=O)c2cccc3cccnc23)CC1 (stereo unspecified)	-4
COc1ccc(C(=O)Nc2cc(-c3nn4c(C)nnc4s3)ccc2C)cc1	-1
COc1ccc(C2=NO[C@@H]3[C@@H]4C[C@@H]([C@H]5C(=O)N(C)C(=O)[C@@H]45)[C@H]23)c(OC)c1	1
CC(=O)N1CCCc2cc(S(=O)(=O)CCC(=O)N3CCN(c4cccc(C)c4)C(C)C3)ccc21 (stereo unspecified)	-6
O=C(NC(=S)N1CCOCC1)c1ccc(F)cc1	-5
CCOC(=O)c1cc(-c2ccc(Cl)cc2)nc2c1c(=O)[nH]c(=O)n2CCOC	9
COc1cccc(N(C(=O)CNC(=O)c2ccco2)C(C(=O)NC2CCCCC2)c2cccnc2)c1 (stereo unspecified)	-3
Cc1ccnc(NC(=O)CCS(=O)(=O)c2ccccc2)c1	-2
Nc1cc(OC(=O)c2ccccc2Br)nn1S(=O)(=O)c1ccccc1	2
CC(C)NCC#CCOc1ccc(Cl)cc1	5
O=C(CCc1ccc(S(=O)(=O)N2CCOCC2)cc1)Nc1cc(Cl)ccc1N1CCOCC1	0
O=C(CCCN1C(=O)/C(=C\c2cccs2)SC1=S)Nc1cccnc1	0
c1ccc2c(c1)ncn2-c1cncnc1	0
C=CCNc1nc(NCC)nc(N2CCOCC2)n1	-1
O=C(Nc1ccc2snnc2c1)Nc1cccc2ccccc12	4
COc1cc(C(=O)COC(=O)c2c(C)noc2C)cc(OC)c1OC	1
O=C(Nc1nc2c(s1)CCCC2)c1cc2n(n1)C(C(F)(F)F)CC(C1CC1)N2 (stereo unspecified)	-3
Cc1cc(=O)c(C(=O)Nc2cccc(N3CCCC3=O)c2)nn1-c1ccccc1F	0
CC(C)C(NC(=O)c1ccc(F)cc1)C(=O)N1CCN(C(=O)c2ccco2)CC1 (stereo unspecified)	1
Cc1ccc(C)c(SCC(=O)NNC(=O)c2ccccc2)c1	-2
O=C(OCCN(CCOC(=O)c1ccncc1)S(=O)(=O)c1cccs1)c1ccncc1	-2
CCOC(=O)C(NC(=O)Nc1ccc(C(N)=O)cc1)(c1ccccc1)C(F)(F)F (stereo unspecified)	0
Cn1c(=O)c2c(SCC(=O)Nc3nccs3)nc(C3CC3)nc2n(C)c1=O	1
Cc1ccc(CS(=O)Cc2ccc(C(=O)NCC(C)c3ccccc3)o2)cc1 (stereo unspecified)	-1
CCCn1nc(C(=O)NCC(C)(C)N2CCOCC2)c2ccccc2c1=O	-1
Cc1ccc(C)c(S(=O)(=O)N2C(=S)NC(=O)C2CC(C)C)c1 (stereo unspecified)	0
Cc1cccc(NC(=O)CN2CCN(C(=O)C3CCC3)CC2)c1C	3
C/C(=N\NC(=O)c1ccccc1C)c1ccc(N2CCOCC2)cc1	4
O=C(COc1ccc(Cl)cc1[N+](=O)[O-])N/N=C/c1cccs1	4
CCOc1ccc(NC(=O)CN(C)C(=O)c2cccnc2SC)cc1OCC	6
O=C1[C@@H]2Cc3c([nH]c4ccccc34)C(c3cccc([N+](=O)[O-])c3)N2C(=O)CN1CCCO (stereo partly specified)	-2
COC(=O)c1ccc2nc(-c3ccc(Cl)cc3)c(Cc3ccc(OC)cc3C)n2c1	5
Cc1ccccc1OCC1Cn2c(nc3c2c(=O)[nH]c(=O)n3C)O1 (stereo unspecified)	1
COc1cccc(-c2cc(NC=O)c3ncc(-c4cccc(C(=O)NCCN(C)C)c4)n3c2)c1	3
COc1ccc(NC(=O)CC2C(=O)N(CCc3ccccc3)C(=S)N2Cc2cccnc2)cc1 (stereo unspecified)	-2
Cc1nnc(N(Cc2ccco2)C(=O)c2ccno2)s1	-1
COc1ccc(CC(=O)NCc2nc(-c3ccccc3)no2)cc1	0
CC1CCN(C(=O)c2[nH]cnc2C(=O)N[C@@H](C)C(=O)OCc2ccccc2)CC1	-2

Structural class, those above with an NH in an aromatic ring.
SMILES	TbREL1 primary
COCCCNC(=O)C[C@H]1C[C@H](C(=O)N2CCCCC2)[C@@]2(C)c3[nH]c4ccc(Cl)cc4c3CCN2C1=O	5
CCOC(=O)c1cc(-c2ccc(Cl)cc2)nc2c1c(=O)[nH]c(=O)n2CCOC	9
O=C1[C@@H]2Cc3c([nH]c4ccccc34)C(c3cccc([N+](=O)[O-])c3)N2C(=O)CN1CCCO (stereo partly specified)	-2
Cc1ccccc1OCC1Cn2c(nc3c2c(=O)[nH]c(=O)n3C)O1 (stereo unspecified)	1
CC1CCN(C(=O)c2[nH]cnc2C(=O)N[C@@H](C)C(=O)OCc2ccccc2)CC1	-2

As a working copy, two of the compounds above:
SMILES	TbREL1 primary
O=C(COc1ccc(Cl)cc1[N+](=O)[O-])N/N=C/c1cccs1	4
CCOc1ccc(NC(=O)CN(C)C(=O)c2cccnc2SC)cc1OCC	6

Continued.
SMILES	TbREL1 primary
Cn1c(=O)c2c(nc(NCc3ccccc3)n2CC(N)=O)n(C)c1=O	-3
Cc1cc(NC(=O)c2cccc(S(=O)(=O)N(C)C)c2)n(-c2ccccn2)n1	0
CCCCC(=O)Nc1ccccc1CC	-1
NC(=O)/C=C\c1cn(-c2ccccc2)nc1-c1ccc2c(c1)OCCO2	5
O=C1C=C(c2ccc(-c3ccccc3)c(F)c2)C[C@@H](c2ccc(Cl)cc2)C1	2
CCN1CCN(C(c2ccccc2)c2nnnn2Cc2ccc(OC)cc2)CC1 (stereo unspecified)	4
COC(=O)C1CCCN(C(=O)C(Cc2ccc3c(c2)OCO3)NC(C)=O)C1 (stereo unspecified)	0
Cc1noc(C)c1COc1ccc(C(=O)N2CCN(S(=O)(=O)c3ccc(F)cc3)CC2)cc1	0
COC(=O)C1CN(CCO)CCS(=O)(=O)N1Cc1cn(Cc2ccccc2Br)nn1 (stereo unspecified)	0
C[C@@H](C(=O)OCC(=O)Nc1cc(S(=O)(=O)N2CCOCC2)ccc1Cl)N1C(=O)C2CCCCC2C1=O (stereo partly specified)	-3
Cc1csc(SCC(=O)NC(C)C2CC3CCC2C3)n1 (stereo unspecified)	5
COc1ccc(S(=O)(=O)NC(C)C(=O)NCc2cccnc2)cc1OC (stereo unspecified)	5
Cc1ccc(Cn2c(=N)c(C(=O)NCc3ccco3)cc3c(=O)n4ccccc4nc32)cc1	9
COC(C/C=C/[C@@H](O)COCc1ccccc1)OC	1
COc1ccccc1-c1cc(C(F)(F)F)n2ncc(S(=O)(=O)c3ccccc3)c2n1	-1
Cc1ccccc1NC(=O)CSc1nc(O)cc(=O)n1C	2
COC(=O)COc1ccc(S(=O)(=O)Nc2ccc3c(c2)OCO3)cc1Cl	-2
CCN(CC)S(=O)(=O)c1ccc(/C=C/C(=O)Nc2ccccc2N2CCOCC2)cc1	6
CC[C@@H](C)[C@@H]1CN([C@@H](C)CN2CCC[C@H]2CN2C(N)=NC[C@H]2C(C)C)C(=N)N1CCc1ccc(Cl)c(Cl)c1	14*
COC(=O)CSc1nnc(CNC(=O)c2cc(OC)c(OC)c(OC)c2)n1C	0
Cc1cc(C)c(OCC(=O)Nc2ccc(NC(=O)c3ccco3)cc2)c([N+](=O)[O-])c1	-2
NC(=O)c1cc(Cl)ccc1OCC(=O)N1CCCc2ccccc21	-1
CN(CC(=O)Nc1ccc(F)cc1)C(=O)CN1C(=O)NC(CCc2ccccc2)C1=O (stereo unspecified)	-3
COC(=O)CCc1c(C)[nH]c(=S)[nH]c1=O	-1
COc1ccc(CN2C(=O)CCCC2(C)c2nnnn2-c2c(C)cccc2C)cc1OC (stereo unspecified)	-2
COc1ccc(/C=C/C(=O)O/N=C(\N)c2cccnc2)cc1OC	6
Cc1ccc(S(=O)(=O)Cn2nnnc2C(C(C)C)N2CCN(C(=O)c3ccco3)CC2)cc1 (stereo unspecified)	0
COc1ccc2nc(SCC(=O)Nc3cc(C)on3)c(C#N)cc2c1	-4
CC(C)(C)c1ccc(OCCCC(=O)Nc2nnc(C3CC3)s2)cc1	6
CC(C)(C)c1ccc(S(=O)(=O)CCc2ccccn2)cc1	-4
CC(Oc1ccc(C(=O)c2ccc(F)cc2)cc1)C(=O)N1CCOCC1 (stereo unspecified)	0
COc1cc(-c2nnc(-c3ccco3)o2)ccc1OCc1ccccc1	0
COc1ccc(C2CC(c3cccs3)=NN2c2nc(C)c(C(C)=O)s2)cc1OC (stereo unspecified)	-2
O=C(CCNC(=O)c1ccc(Cl)cc1)Nc1ncccc1O	19*
CCNS(=O)(=O)c1ccc(CCC(=O)NCc2ccc(C)cc2)cc1	-2
CSCCC(NC(=O)c1ccoc1C)C(=O)O (stereo unspecified)	0
Cc1ccc(CNC(=O)CCc2ccc(S(=O)(=O)NC3CCCCC3)cc2)cc1	-3
CC1CC(C)CN(C(=O)c2ccc(S(=O)(=O)N3CCCC3)cc2)C1 (stereo unspecified)	5
Cc1[nH]c2ccccc2c1CC(=O)Nc1ccc(Nc2cccnc2)c(Br)c1	-3
O=C(COc1ccc(Cl)cc1)Nc1ccc2oc(-c3ccncc3)nc2c1	0
COc1cc(OC)cc(C(=O)NCCN2CCOCC2)c1	8
CCCn1nc2cc(C(=O)NCc3ccc(OC(F)(F)F)cc3)ccc2c1OCC	-1
CC(C)(C)OC(=O)C[C@@H]1C/C=C\C[C@@H](CC(=O)NCCO)C(=O)N2CCC[C@H]2COC1=O	0
CC(=N\NC(=O)c1ccccc1)/C(=N/O)C(=O)Nc1ccccc1	3
COc1ccc(CN2C(=O)c3ccccc3C2c2nnnn2C(C)C)cc1OC (stereo unspecified)	-1
O=C(COC(=O)CCC(=O)c1ccc(F)cc1)Nc1cccc(S(=O)(=O)N2CCOCC2)c1	-4
O=C(CCNC(=O)c1ccccc1Cl)Nc1ccccc1N1CCCC1	-5
O=C(COC(=O)CCc1nc2ccccc2c(=O)[nH]1)Nc1ccccc1	-1
COc1ccc2[nH]c(C)c(CCNC(=S)Nc3ccccc3C)c2c1	-6
CC(C)C[C@H]1COc2cc(Br)ccc2S(=O)(=O)N1Cc1ccc(F)cc1F	4
The list goes on.
SMILES	TbREL1 primary
CN(Cc1ccccc1)C(=O)Cn1c(=O)oc2cc(S(=O)(=O)N3CCCC3)ccc21	-2
CCN(C(=S)Nc1cccnc1)c1ccccc1	-2
Cc1ccc(N2C(=O)N(CC(=O)Nc3ccc(F)c(F)c3)C(=O)C2C)cc1 (stereo unspecified)	-1
COc1ccccc1Nc1nc(Cl)c(C=O)s1	0
O=C(NCc1ccccc1Cl)C1CCN(S(=O)(=O)N2CCOCC2)CC1	1
O=C(NNC(=O)c1cc2ccccc2cc1O)Nc1ccc(F)cc1F	-5
Cc1ccc2c(COC(=O)c3ccccc3Br)cc(=O)oc2c1	5
O=C(N/N=C/c1sc(N2CCOCC2)nc1-c1ccccc1)c1ccccc1O	3
CCOc1ccc(-c2nc(N)ncc2Oc2ccc(OC)cc2)c(O)c1	5
COc1cc2c(cc1OC)C(Cc1ccc(O)cc1)N(C)CC2 (stereo unspecified)	2
COc1ccc([C@H]2C(C(=O)O)=C[C@@H](C(C)(C)C)N2S(=O)(=O)c2ccccc2)cc1	9
O=C(Nc1ccc(S(=O)(=O)N2CCCC2)cc1)c1cccnc1Cl	6
CCC(=O)NNc1cc(=O)c2c(=O)n(C)c(=O)n(C)c2[nH]1	0
S=C(N/N=C1\CCc2ccccc21)NC1CCCCC1	-4
COc1cc(N)c(Cl)cc1NC(=O)c1ccccc1	5
NC(c1csc(Nc2ccc(C(F)(F)F)cn2)n1)C1CCCCC1 (stereo unspecified)	9
COc1cc(C(=O)O/N=C2/C=CC(=O)C(C)=C2C)cc(OC)c1OC	0
Cc1cccc(C(=O)O[C@@H]2[C@H](Cc3ccccc3)NS(=O)(=O)[C@H]3C[C@@H]4C=C[C@]23O4)c1	2
Cn1c(SCc2ccccc2)nc(C(F)(F)F)cc1=O	-2

Random excerpt: 4 entries already listed
SMILES	TbREL1 primary
COc1ccc([C@H]2C(C(=O)O)=C[C@@H](C(C)(C)C)N2S(=O)(=O)c2ccccc2)cc1	9
Cc1cccc(C(=O)O[C@@H]2[C@H](Cc3ccccc3)NS(=O)(=O)[C@H]3C[C@@H]4C=C[C@]23O4)c1	2
O=C(Nc1ccc(S(=O)(=O)N2CCCC2)cc1)c1cccnc1Cl	6
COc1cc(C(=O)O/N=C2/C=CC(=O)C(C)=C2C)cc(OC)c1OC	0

Entries from the list above with a tert-butyl group:
SMILES	TbREL1 primary
CC(C)(C)c1ccc(OCCCC(=O)Nc2nnc(C3CC3)s2)cc1	6
CC(C)(C)c1ccc(S(=O)(=O)CCc2ccccn2)cc1	-4
CC(C)(C)OC(=O)C[C@@H]1C/C=C\C[C@@H](CC(=O)NCCO)C(=O)N2CCC[C@H]2COC1=O	0
COc1ccc([C@H]2C(C(=O)O)=C[C@@H](C(C)(C)C)N2S(=O)(=O)c2ccccc2)cc1	9

Screening results deposited in PubChem BioAssay by The Scripps Research Institute Molecular Screening Center.
